EBV gp42 inh: blocks Epstein-Barr virus glycoprotein 42 binding; Q1HVG2; Fluorescence polarization binding assay, mP read-out; inhibition, % (tested at 21.74 µM); hit rate 0.42% among 220,000; AID 1085; in the data active means inhibition above about 50%
Target sequence (Q1HVG2 whole entry, looked up): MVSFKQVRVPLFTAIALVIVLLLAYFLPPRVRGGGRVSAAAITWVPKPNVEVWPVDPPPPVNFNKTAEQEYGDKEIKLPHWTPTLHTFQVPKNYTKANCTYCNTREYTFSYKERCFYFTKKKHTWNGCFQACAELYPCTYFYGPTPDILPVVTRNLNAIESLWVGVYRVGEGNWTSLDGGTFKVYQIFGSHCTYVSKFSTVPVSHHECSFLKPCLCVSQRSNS
TbHK1 inh: blocks Trypanosoma brucei hexokinase 1 activity | recombinant TbHK1, G6PDH-coupled NADH A340 | inhibition, % at 10 µM | hit rate 0.11% among 220,000 | AID 1430;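 active means inhibition of 50% or more in the single-dose primary screen; inactive means inhibition below 50%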
Runt-SMMHC FRET: inhibitors of human RUNX1 Runt domain binding to CBFb-SMMHC; Q01196+Q13951; AID 1434; inhibition, % at 20 µM; Cerulean-Runt/Venus-CBFb-SMMHC FRET ratio 530/480, 1 h; hit rate 0.74% among 220,000;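 active means mean inhibition across duplicate retests at 20 µM reaching about 50%, limit read from the data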;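 further: 0% = DMSO wells and 100% = wells with excess untagged CBFb-SMMHC; inhibitors lower the FRET ratio by blocking Runt binding to CBFb-SMMHC; some results filed as inactive read as strong as hits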
Runt-CBFb FRET: inhibitors of human RUNX1 Runt domain binding to CBFb | Q01196+Q13951 | Cerulean-Runt/Venus-CBFb FRET ratio 530/480, 1 h | inhibition, % at 20 µM | hit rate 0.46% among 220,000;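 active means inhibition over about 50% at 20 µM in the single-dose screen, limit read from the data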;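 further: 0% = DMSO wells and 100% = excess unlabeled CBFb competitor control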
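Schedule: protein complex preformed 1 h, compound exposure 1 h, room temperature, dark; test system: Cerulean-labeled Runt domain protein; amount: 100 nM per protein; buffer or medium: Tris 50 mM pH 7.5, KCl, K2SO4, 0.01% BSA; read-out: loss of energy transfer signal; detection: FRET fluorescence; controls: 5 µM unlabeled CBFb as full-inhibition high control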
p47phox inh: blocks human p47phox regulatory protein of NADPH oxidases; inhibition, % at 24.7 µM; AID 1274; p47phox/p22phox peptide binding, fluorescence polarization, 2 h; P14598; hit rate 0.53% among 220,000;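 active means inhibition above about 30%, limit read from the data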;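 further: 0% = p47phox with labelled peptide and 100% = labelled peptide alone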
zVAD death inh: L929 zVAD cell death inhibition | viability rescue, % at 10 µM | hit rate 0.38% among 220,000 | L929 zVAD necroptosis rescue, ATP luminescence, 24 h; with zVAD 60 µM;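 active means activation, scaled between plate controls, above about 75%, limit read from the data; inactive means activation under that limit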;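 further: 0% = zVAD with DMSO and 100% = DMSO alone without zVAD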
14-3-3 Bad inh: disrupts binding of bovine 14-3-3 zeta to phospho-Bad peptide | inhibition, % at 21.7 µM | hit rate 0.71% among 220,000 | TR-FRET 14-3-3zeta/Dy647-pBad peptide displacement, 1 h;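 active means inhibition above about 70%, limit read from the data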;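 further: 0% = full 14-3-3 plus peptide FRET controls and 100% = background without 14-3-3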
Target sequence (P63103 whole entry, looked up): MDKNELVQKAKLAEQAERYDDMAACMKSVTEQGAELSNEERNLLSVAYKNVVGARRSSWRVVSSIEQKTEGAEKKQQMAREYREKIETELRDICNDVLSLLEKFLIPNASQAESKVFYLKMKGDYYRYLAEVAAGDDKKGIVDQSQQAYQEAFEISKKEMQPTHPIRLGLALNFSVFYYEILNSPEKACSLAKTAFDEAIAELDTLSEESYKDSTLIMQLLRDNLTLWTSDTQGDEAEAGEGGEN
Hck-Nef inh: inhibitors of human Hck kinase activated by Nef; hit rate 0.68% among 220,000; Recombinant Hck-YEEI plus Nef, Z-Lyte FRET kinase assay; P08631; inhibition, % at 20 µM;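 active means Hck-Nef kinase inhibition above about 50%, limit read from the data; inactive means inhibition below that limit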;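 further: 0% = DMSO with Hck plus Nef and 100% = Hck alone without Nef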
Mdm2 ligase inh: Mdm2 E3 ligase (human) inhibition | signal enhancement, % at 5 µM | cell-based MDM2 ubiquitination luciferase reporter, 2 h; 0 = plate control, 100 = twice control, blank-subtracted | hit rate 0.11% among 210,000 | AID 1230;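 active means signal enhancement of 30% or more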;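 further: luminescence tracks abundance of the self-degrading MDM2-luciferase fusion protein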
Target sequence (Q00987 whole entry, looked up, the tested form may be a part): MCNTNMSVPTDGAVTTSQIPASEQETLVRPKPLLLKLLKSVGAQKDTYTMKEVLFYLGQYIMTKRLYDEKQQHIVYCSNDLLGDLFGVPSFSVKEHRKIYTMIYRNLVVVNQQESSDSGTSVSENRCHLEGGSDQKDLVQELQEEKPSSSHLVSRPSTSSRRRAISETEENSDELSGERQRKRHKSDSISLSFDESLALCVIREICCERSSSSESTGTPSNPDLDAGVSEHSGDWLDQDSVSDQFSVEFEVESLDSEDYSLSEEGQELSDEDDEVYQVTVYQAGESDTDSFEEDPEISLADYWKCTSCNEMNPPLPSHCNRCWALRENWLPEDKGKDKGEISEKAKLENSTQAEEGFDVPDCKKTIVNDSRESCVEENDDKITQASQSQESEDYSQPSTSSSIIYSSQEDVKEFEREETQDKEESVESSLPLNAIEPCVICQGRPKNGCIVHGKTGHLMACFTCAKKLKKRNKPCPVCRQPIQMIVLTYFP
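Assay system: mammalian cells stably expressing self-ubiquitinating, self-degrading MDM2 E3–luciferase fusion. Quantity: 2000 cells in each well. Medium: DMEM culture medium. Compound dosing: single-point 5 µM. Timing: cell settling 4 h, compound treatment 2 h, both 37 °C. Technique: luciferase luminescence. Read-out basis: percent signal gain over controls, blank-subtracted. Benchmarks: plate controls and plate blanks.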
Starred values were filed as active, the others as inactive; / = no result given; [ ] = remark or other dose.

nr	Molecule	EBV gp42 inh	TbHK1 inh	Runt-SMMHC FRET	Runt-CBFb FRET	p47phox inh	zVAD death inh	14-3-3 Bad inh	Hck-Nef inh	Mdm2 ligase inh
1	CCOC(=O)N1CCN(Cc2nc(CC3CC3)no2)CC1	3	0	-1	1	-2	1.0	-5	12	-16
2	CC(=O)c1cccc(NC(=O)CC2S/C(=N/N=C/c3ccccc3)NC2=O)c1 (centres undefined)	-12	-9	-2	-3	-28	1.0	7	53*	-2
3	Cc1ccc(NC(=O)CC2S/C(=N/N=C3/NC(=O)CS3)NC2=O)cc1 (centres undefined)	-25	0	3	0	-6	14	-16	12	-2
4	O=C(CNC(=O)Cn1ccc2ccccc2c1=O)NCCCN1CCCCCC1	0	-9	-2	1	-16	1.4	-2	-12	6
5	C=CCC(C(=O)OC)(C(=O)OC)c1ccccc1[N+](=O)[O-]	2	0	2	0	-6	-0.3	-27	2	-10
6	CCOc1ccc(-n2nc3ccc(NC(=O)c4ccc5c(c4)OCCO5)cc3n2)cc1	-11	-10	-15	-6	12	0.0	15	11	6
7	N#CCSc1nc2ccccc2c(=O)n1CCCC(=O)NCc1ccco1	-5	4	1	0	-4	1.1	-8	7	-16
8	Cc1nc(NC(=O)c2cccc(Cl)c2)sc1-c1csc(Nc2cccc(Cl)c2)n1	-16	9	1	-1	2	0.2	57	4	-7
9	COC(=O)C1=C(C)N(Cc2ccc(OC)c(OC)c2)C(=O)C1	-7	2	2	0	-9	0.1	-18	0	-10
10	Cc1ccc2cc(/C=N/NC(=O)c3ccc(F)cc3)c(Cl)nc2c1	-1	-3	-6	/	-6	0.8	-14	3	-14
11	O=C(Nc1cccc2ccccc12)N1CCN(c2ccc(F)cc2)CC1	-14	4	2	3	-11	0.0	-3	-1	-5
12	CN(C)CCCn1c(NCc2ccc3c(c2)OCO3)nc2ccccc21	-14	-2	4	2	15	0.2	2	-2	-5

Later entries
nr	Molecule	EBV gp42 inh	TbHK1 inh	Runt-SMMHC FRET	Runt-CBFb FRET	p47phox inh	zVAD death inh	14-3-3 Bad inh	Hck-Nef inh	Mdm2 ligase inh
13	C/C(=N\NC(N)=S)c1cccnc1	-3	-4	0	-1	-10	0.1	-10	16	54*
14	Cc1cc(C)n2nc(C(=O)N/N=C/C=C/c3ccccc3)nc2n1	-15	-71	-3	4	5	1.4	1	-2	-6
15	CCOC(=O)c1ccc(COC(=O)CNC(=O)CNC(=O)c2ccc(OC)cc2)o1	-3	-5	4	2	1	0.4	-4[fluorescence artefact?]	6	-1
16	COc1ccc(-n2nnnc2SCC(=O)Nc2nnn(C)n2)cc1	1	-3	-2	0	-2	-0.5	2[fluorescence artefact?]	-18	-10
17	CC(=O)OC1CC[C@@]2(C)C(CCC3C2CC(=O)[C@@]2(C)C3CC3CC(C)=CC(=O)C32)C1 (some centres undefined)	-13	-4	2	-4	-9	-0.4	1	23	-9
18	O=[N+]([O-])c1cccc(C2Nc3cccc4cccc(c34)N2)c1	21	-10	-11	-4	-15	-0.1	-17[fluorescence artefact?]	2	/
19	CC(=O)OCC1OC(c2ccccc2)C(OC(C)=O)C(OC(C)=O)C1OC(C)=O (centres undefined)	-20	-7	-3	0	-13	-0.2	4	1	-13
20	O=C1c2ccccc2C(Nc2ccc(F)cc2F)N1CCN1CCOCC1 (centres undefined)	-6	0	-2	-1	8	0.3	-15	17	-14
21	CCOC(=O)C(=O)C1C(=O)Nc2ccccc21 (centres undefined)	-6	-6	0	3	-14	-0.1	-5	-33	-13
22	Cn1c(CCNC(=O)C(C)(C)C)nc2ccccc21	4	-6	1	-1	-4	1.9	7	0	-10
23	CC(C)N1C(=O)CCC1C(=O)O (centres undefined)	-9	2	-4	2	1	/	0[fluorescence artefact?]	3	-9
24	CC(C)CCc1noc(CN(C)CCC2CCOCC2)n1	-4	-7	0	1	-2	0.3	2	15	-16

Hck-Nef inh, entries above that show a hit.
| entry | Compound | EBV gp42 inh | TbHK1 inh | Runt-SMMHC FRET | Runt-CBFb FRET | p47phox inh | 14-3-3 Bad inh | Hck-Nef inh | Mdm2 ligase inh |
| --- | --- | --- | --- | --- | --- | --- | --- | --- | --- |
| 2 | CC(=O)c1cccc(NC(=O)CC2S/C(=N/N=C/c3ccccc3)NC2=O)c1 (centres undefined) | -12 | -9 | -2 | -3 | -28 | 7 | 53* | -2 |

Continued:
nr	Molecule	EBV gp42 inh	TbHK1 inh	Runt-SMMHC FRET	Runt-CBFb FRET	p47phox inh	zVAD death inh	14-3-3 Bad inh	Hck-Nef inh	Mdm2 ligase inh
25	COc1cc(C(=O)N2CCN(C(=O)c3ccco3)CC2)c([N+](=O)[O-])cc1OC	0	-18	-1	0	-2	4.0	5	7	-2
26	CC(O)Cc1cn([C@@H](CCCCNC(=O)OC(C)(C)C)C(=O)N2CCN(C(=O)OC(C)(C)C)CC2)nn1 (some centres undefined)	-11	-8	2	-1	-18	-0.3	-5	-13	/
27	COc1ccc(N2CCN(Cc3nnnn3C3CCCCC3)CC2)cc1	-19	2	0	5	-5	0.8	-11	19	-7
28	Cc1ccc(-c2nn(C)c(=O)c3ccccc23)cc1CNC(=O)/C=C/c1ccccc1	6	-8	-5	-6	3	0.2	2	2	-9
29	Cn1c(SCC#N)nnc1-c1ccc2c(c1)OCO2	-9	-2	4	-3	-3	-0.2	-4	6	/
30	COc1cc(S(=O)(=O)NCc2ccccc2)ccc1F	-21	-4	0	-2	-13	0.4	2[fluorescence artefact?]	4	-10
31	O=C(NC(=S)N(CC1CCC1)CC1CCCO1)c1cccc([N+](=O)[O-])c1 (centres undefined)	-6	-8	3	2	-5	1.0	-8	22	-4
32	COCCCn1nnnc1SCC(=O)N1CCN(C(=O)c2ccco2)CC1	-4	4	-2	0	5	3.3	-8	22	-6
33	CCOc1ccccc1NC(=O)C(NCCN(C)C)c1ccccc1 (centres undefined)	6	4	-2	0	-3	-1.2	10	-1	-3
34	O=C(O)C1CCC(=O)N1Cc1ccc(F)cc1 (centres undefined)	-9	-10	0	-1	-12	0.0	3	-2	-14
35	Cc1c(N=C/C=C/c2ccccc2)cnn1C	-6	2	-2	1	0	2.5	4	1	-3
36	C=CCSC1=NNC(c2ccc(C(C)(C)C)cc2)=NN1	-8	-13	-2	-2	-2	4.6	-3	19	-9

Random excerpt: two entries already listed, in no set order.
nr	Molecule	EBV gp42 inh	TbHK1 inh	Runt-SMMHC FRET	Runt-CBFb FRET	p47phox inh	zVAD death inh	14-3-3 Bad inh	Hck-Nef inh	Mdm2 ligase inh
34	O=C(O)C1CCC(=O)N1Cc1ccc(F)cc1 (centres undefined)	-9	-10	0	-1	-12	0.0	3	-2	-14
30	COc1cc(S(=O)(=O)NCc2ccccc2)ccc1F	-21	-4	0	-2	-13	0.4	2[fluorescence artefact?]	4	-10

Continued:
item | canonical_smiles | EBV gp42 inh | TbHK1 inh | Runt-SMMHC FRET | Runt-CBFb FRET | p47phox inh | zVAD death inh | 14-3-3 Bad inh | Hck-Nef inh | Mdm2 ligase inh
37 | O=S(=O)(NC1=NCCCCC1)c1ccc(F)cc1 | 4 | -8 | -1 | -1 | -3 | 0.9 | -6 | 11 | -16
38 | Cc1c(C(=O)N2CC3(CC(c4cccc(NC(=O)[C@H]5CCC(=O)N5)c4)=NO3)C[C@@H]2C(N)=O)cc([N+](=O)[O-])cc1[N+](=O)[O-] (some centres undefined) | -16 | -17 | -2 | 2 | -12 | -0.9 | -5 | 35 | 6
39 | CCCCc1nnc2c(N(C)S(=O)(=O)c3ccccc3)nc3ccccc3n12 | -3 | 2 | 1 | 3 | -12 | 0.3 | 14 | 1 | -24
40 | COc1ccc(C(c2nnnn2C(C)(C)C)N2CCN(c3nc4ccccc4s3)CC2)cc1 (centres undefined) | 3 | -4 | -10 | -3 | -4 | 0.3 | 3 | -2 | -19
41 | CSc1ncc(CN2CCN(CC=C(C)C)C(CCO)C2)cn1 (centres undefined) | 4 | -4 | 3 | 0 | 3 | 0.3 | -21 | 6 | -2
42 | O=C(COC(=O)CCC(=O)c1cccs1)Nc1ncc(Cl)cc1Cl | 12 | 3 | 1 | 4 | -14 | 0.5 | 5 | 1 | -10
43 | COc1ccc(OC)c(NC(=O)CSc2nnnn2-c2ccccc2F)c1 | -20 | -3 | -3 | -1 | -6 | -0.1 | -5 | 0 | -14
44 | Cc1ccc(-c2nn(-c3ccccc3)cc2C(N)=O)o1 | -6 | 7 | 6 | 17 | -3 | 4.6 | -9 | 26 | 12
45 | COc1ccc(-c2nc(SCc3ccccc3)n(S(C)(=O)=O)n2)cc1 | -6 | -5 | -3 | -1 | -5 | 0.3 | 1 | -4 | -1
46 | O=C(O)CNC(=O)c1ccc(S(=O)(=O)N2CCOCC2)cc1 | -15 | -4 | -1 | 0 | -23 | -0.2 | -10[fluorescence artefact?] | 4 | -12
47 | Cc1cc(C)c2c(c1)/C(=N/NC(=O)c1cc(C)oc1C)CCC2 | 0 | 0 | 0 | 0 | 0 | 1.7 | -15[fluorescence artefact?] | 0 | -11
48 | COc1cc(OC)cc(C(=O)NC(=S)NNC(=O)Cc2cccs2)c1 | -9 | 2 | 2 | 23 | -18 | 2.1 | -4 | 2 | -8

Later entries:
item | canonical_smiles | EBV gp42 inh | TbHK1 inh | Runt-SMMHC FRET | Runt-CBFb FRET | p47phox inh | zVAD death inh | 14-3-3 Bad inh | Hck-Nef inh | Mdm2 ligase inh
49 | CSc1cccc(NC(=O)CN(C2CCCCC2)S(C)(=O)=O)c1 | -7 | 7 | 0 | -2 | -17 | 0.3 | -3 | 9 | -17
50 | Cc1ccc(C2=NN(CC(=O)NCc3ccccn3)C(=O)CC2)cc1 | -9 | -3 | 0 | 0 | -4 | -1.0 | 0 | 2 | -18
51 | CSc1n[nH]c2nc3c(c(=O)n12)C1(CCCCC1)Cc1ccccc1-3 | -12 | 3 | 43 | 30 | -7 | 0.1 | -12 | -31 | -5
52 | CCOc1ccc(NCc2nc3ccccc3n2CCOc2ccccc2)cc1 | 27 | 6 | 3 | -2 | -12 | -0.1 | -8 | 2 | -8
53 | Cc1ccc(C(=O)O)cc1NC(=O)CN1C(=O)C2C3c4ccccc4C(Br)(c4ccccc43)C2C1=O (centres undefined) | -18 | 2 | 1 | -8 | -7 | 0.3 | -1 | 5 | 2
54 | CC(C)(C)C1=Nn2c(nnc2-c2ccccn2)SC1 | -28 | 0 | -4 | 1 | 0 | -0.1 | 12 | 0 | -8
55 | Cc1cc(C)c(Cn2cnc(-c3ccc([N+](=O)[O-])cc3)c2)c(C)c1 | -1 | 7 | -7 | -2 | -14 | 0.6 | -5[fluorescence artefact?] | -1 | -7

Screening data as filed in PubChem BioAssay.
